FAK inh = FAK kinase inhibitors, primary screen, biochemical | hit rate 0.84% among 97,000 | biochemical FAK kinase activity assay | inhibition, %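 (tested at 7 µM)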; in the data active = inhibition above about 19%;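 also: 0% = DMSO and 100% = reference compound high control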
MT1-MMP txn act = MT1-MMP promoter reporter activation – cell-based, luciferase luminescence, primary screen; HT1080 MT1-MMP promoter luciferase reporter, overnight; stronger effect = higher value; activation factor at 10 µM; hit rate 0.16% among 86,000;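 active = activation factor of at least 2 for MT1-MMP transcription at 10 µM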
CD11b adhes inh = inhibitors of CD11b/CD18 adhesion to fibrinogen, primary screen, K562 cells, luminescence. hit rate 0.54% among 93,000. ATPlite luminescence; Mn2+ added to activate the integrin. Integrin beta-2 (Homo sapiens) + Integrin alpha-M (Homo sapiens), P05107+P11215. inhibition, % at 10 µM;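 active = primary inhibition of 50% or more at 10 µM, then 40% or more on retest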; also: some results filed as inactive read as strong as hits
ERa SRC1 pot = enhancers of ERα–SRC-1 coactivator binding, primary screen, biochemical, TR-FRET, ERα LBD, low estradiol. Estrogen receptor (Homo sapiens), P03372. TR-FRET ERalpha-LBD/SRC-Cy5 coactivator binding, 2 h; 100 = basal binding, no effect. coactivator binding (% of control), % at 25.6 µM. hit rate 1.3% among 86,000. AID 639, 2007; in the data active = activity above about 200%;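 also: binding measured in presence of low estradiol as agonist stimulus; 0% = peptide alone without receptor and 100% = receptor with peptide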
ERa coact inh = ERα–SRC-1 coactivator interaction inhibitors, primary screen, biochemical, TR-FRET, ERα LBD, estradiol-bound | inhibition, % at 25.6 µM | AID 629, 2007 | hit rate 1.7% among 86,000 | TR-FRET ER-alpha LBD / SRC-1 peptide | Estrogen receptor (Homo sapiens), P03372; in the data active = inhibition above about 50%;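 also: 0% = receptor plus peptide control and 100% = peptide only without receptor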
ERb SRC1 inh = inhibitors of ERβ-SRC1 coactivator interaction, primary screen, biochemical, TR-FRET, ERβ LBD, SRC-1 peptide; Estrogen receptor beta (Homo sapiens), Q92731; TR-FRET ER-beta LBD / SRC1-Cy5 peptide binding; receptor agonist-loaded with 1 µM estradiol; inhibition, % at 25.6 µM; hit rate 1.3% among 86,000; AID 633, 2007;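 active = compounds whose percent inhibition of the receptor-coactivator binding signal exceeds about 50% in the single-dose screen, limit read from the data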;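 also: 0% = receptor plus peptide wells without compound and 100% = peptide-only wells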
Target sequence (Q92731 whole entry, looked up, the tested form may be a part): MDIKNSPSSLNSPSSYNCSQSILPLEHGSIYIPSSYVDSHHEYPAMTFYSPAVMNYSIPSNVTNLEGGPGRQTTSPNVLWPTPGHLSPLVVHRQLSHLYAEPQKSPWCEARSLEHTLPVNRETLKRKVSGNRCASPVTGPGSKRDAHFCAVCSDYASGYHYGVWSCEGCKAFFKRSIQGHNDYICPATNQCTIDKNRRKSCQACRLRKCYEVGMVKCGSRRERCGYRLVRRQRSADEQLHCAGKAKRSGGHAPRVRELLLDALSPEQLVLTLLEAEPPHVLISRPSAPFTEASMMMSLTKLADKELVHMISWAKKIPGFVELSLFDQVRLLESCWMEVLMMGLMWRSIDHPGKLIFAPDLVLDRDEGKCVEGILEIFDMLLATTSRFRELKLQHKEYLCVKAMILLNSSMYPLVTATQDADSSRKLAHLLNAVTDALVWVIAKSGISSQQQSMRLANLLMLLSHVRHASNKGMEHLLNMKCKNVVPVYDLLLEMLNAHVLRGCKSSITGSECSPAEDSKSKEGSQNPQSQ
Ecoli WT expand = growth inhibitors of wild-type E. coli, primary screen, strain BW25113, expanded library, OD600. AID 710, 2007. growth inhibition, % at 100 µM. hit rate 0.15% among 98,000. OD600 absorbance;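 active = growth inhibition above about 50% at one test dose, limit read from the data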;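 also: growth measured after 20 h incubation at 37 °C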
PLAP activator = PLAP enzyme activators, biochemical, luminescence, HTS | hit rate 1.2% among 96,000 | purified PLAP enzyme, luminescent substrate read-out; stronger effect = higher value | activation fold at 20 µM; in the data active = activation fold above about 2
Target sequence (P05187 whole entry, looked up): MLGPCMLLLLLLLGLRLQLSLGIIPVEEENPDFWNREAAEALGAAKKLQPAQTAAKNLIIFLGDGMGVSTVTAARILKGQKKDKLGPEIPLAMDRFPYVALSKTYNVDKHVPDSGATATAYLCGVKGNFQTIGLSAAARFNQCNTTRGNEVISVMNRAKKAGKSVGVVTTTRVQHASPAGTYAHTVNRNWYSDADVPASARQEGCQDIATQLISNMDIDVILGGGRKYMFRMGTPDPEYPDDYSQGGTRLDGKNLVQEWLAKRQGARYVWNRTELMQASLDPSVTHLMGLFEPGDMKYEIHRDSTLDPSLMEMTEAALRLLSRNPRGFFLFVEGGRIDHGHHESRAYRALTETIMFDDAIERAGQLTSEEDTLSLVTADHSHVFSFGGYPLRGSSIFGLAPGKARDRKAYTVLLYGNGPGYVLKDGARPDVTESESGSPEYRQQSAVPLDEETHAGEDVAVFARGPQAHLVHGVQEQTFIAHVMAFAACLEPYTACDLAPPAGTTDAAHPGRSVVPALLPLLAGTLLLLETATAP
Mac1 fbg enh = enhancers of CD11b/CD18 adhesion to fibrinogen, primary screen, K562 cells, luminescence; AID 1499, 2009; hit rate 0.07% among 93,000; activation, % at 10 µM; ATPlite luminescence;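 active = 10 µM primary screen giving 50% or more activity, confirmed by 40% or more on retest at that dose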; also: strong numbers were not always called active; reference of the scale not given here
* = called active by the depositor; . = no result given; [ ] = dose if it differs, or a comment.

SMILES	FAK inh	MT1-MMP txn act	CD11b adhes inh	ERa SRC1 pot	ERa coact inh	ERb SRC1 inh	Ecoli WT expand	PLAP activator	Mac1 fbg enh
Cc1cc2ncn(CCCCOc3ccccc3)c2cc1C	1	1.1	64*	93	5	-18	9	1.3	-4
Cc1ccc2[nH]cc(C(=O)CN3CCN(C)CC3)c2c1	-5	1.2	-13	102	-10	-14	8	0.9	-2
Cc1cccc(-c2csc(NC(=O)c3cnccn3)c2C(=O)OC(C)C)c1	0	.	-19	.	.	.	-1	1.3	83
CC1(C)CC(=NO)CC(C)(C)N1	-6	1	-1	125	0	-3	-3	0.9	-4
Cc1cccn2cc(-c3ccc(S(=O)(=O)N4CCOCC4)cc3)nc12	-4	1	21	115	4	-3	2	1.2	4
OC(c1ccc(Cl)cc1Cl)C(Cc1cccnc1)n1cncn1 (stereo unspecified)	-1	1.1	20	130	3	-4	3	1.4	-1
O=C1C2C3C=CC(C3)C2C(=O)N1/N=C/c1cn(Cc2ccc(F)cc2)c2ccccc12 (stereo unspecified)	-4	.	-8	.	.	.	-6	0.9	11
COC(=O)c1cc(Br)c(=O)n(-c2ccccc2OC)c1	2	1.2	3	101	-4	2	4	0.8	-6
COC(=O)c1cc(C)nc(N)c1C#N	0	1.1	-7	121	1[fluorescence artefact?]	-1[fluorescence artefact?]	9	0.9	-5
Cc1nc2ccccc2c2oc(C(=O)NCCCN3CCC(C)CC3)cc12	-6	1.2	-1	82[fluorescence artefact?]	5[fluorescence artefact?]	17[fluorescence artefact?]	-1	1.5	-1
O=Cc1ccc(N2CCCCCC2)cc1	0	.	-1	.	.	.	-1	0.9	2
CC1=CC2=C(OC1N(C)C)c1cccc3cccc(c13)C2=O (stereo unspecified)	2	0.7	-10	87	10[fluorescence artefact?]	22[fluorescence artefact?]	-5	0.8	2
Cc1cc(CSc2ccccc2)ccc1NC(=O)COc1ccccc1	-3	.	1	.	.	.	-3	0.9	2
O=C(CN1CCN(C(=O)N2CCOCC2)CC1)Nc1ccc(Br)cc1	-1	1.2	15	98	-9	-13	4	1.2	0
CCOc1ccc(/C=N/O)cc1	-3	.	-2	79	1	15[fluorescence artefact?]	8	0.8	-3
COc1ccc(N2CCn3c2nc2c3c(=O)n(CCCc3ccccc3)c(=O)n2C)cc1	.	1.1	10	33[fluorescence artefact?]	87*[fluorescence artefact?]	43	.	1	-3
COc1cc2c(cc1OC)C(c1ccncc1)CC(=O)N2 (stereo unspecified)	-6	1.1	11	106[fluorescence artefact?]	-8	-3	3	1.2	1
O=C(NCc1ccccc1)c1cccnc1N1CCOCC1	-1	1	.	100	-6	-9	-16	.	.
COc1cccc(C(C(=O)NC2CCCC2)N(C(=O)c2ccco2)C2CC2)c1OC (stereo unspecified)	-1	1.1	-5	96	-1	4	4	1.6	0
CCN(CC(=O)O)S(=O)(=O)c1cc(Cl)ccc1Cl	-1	1.1	-29	104	-11	-7	2	0.9	-2

Single entries from above:
`CCOc1ccc(/C=N/O)cc1` | ERa coact inh = 1
`CC1=CC2=C(OC1N(C)C)c1cccc3cccc(c13)C2=O` (stereo unspecified) | MT1-MMP txn act = 0.7
`CCN(CC(=O)O)S(=O)(=O)c1cc(Cl)ccc1Cl` | Ecoli WT expand = 2
`O=C(NCc1ccccc1)c1cccnc1N1CCOCC1` | FAK inh = -1
`O=C(CN1CCN(C(=O)N2CCOCC2)CC1)Nc1ccc(Br)cc1` | ERa SRC1 pot = 98

Additional structures
SMILES	FAK inh	MT1-MMP txn act	CD11b adhes inh	ERa SRC1 pot	ERa coact inh	ERb SRC1 inh	Ecoli WT expand	PLAP activator	Mac1 fbg enh
CC(=O)Nc1ccc(N2CCOCC2)c(C(=O)Nc2cccc(C)c2)c1	0	1.2	9	100	-6	-6	-11	1.2	-3
COC(=O)COc1ccc(=O)n(-c2ccccc2)n1	-2	1	10	101	11	0	-5	0.8	-4
CCOC(=O)c1cnc2nc(Cc3ccccc3)[nH]n2c1=O	.	1.1	2	110	-7	-12	1	1.4	-2
CSCCC(NC(=O)C1CC1)c1nc2ccccc2[nH]1 (stereo unspecified)	4	1.2	4	127	-7	-16	-2	0.9	0
COC(=O)C1CCN(C(=O)COC(=O)Cc2c[nH]c3ccccc23)CC1	0	1.3	21	111	-2	-3	3	1.3	0
CCC(=O)N1CCN(c2ccc(NC(=O)c3ccc(-c4ccccc4)cc3)cc2)CC1	1	1.1	-3	97[fluorescence artefact?]	7	15	-6	0.9	3
CC(C)C(CCN1C(=O)CCC1=O)C1CCOC(C)(C)C1 (stereo unspecified)	0	1	.	104	6	-10	4	1.3	.
N#Cc1nc(COc2ccc(Br)cc2)oc1N1CCN(Cc2ccccc2)CC1	-4	1.1	11	.	.	.	-20	1.2	-5
O=C(Nc1ccc2c(c1)OCO2)C(c1ccccc1)N1CCCCC1 (stereo unspecified)	.	1	-1	100	-3	7	6	0.9	2
O=S(=O)(c1ccc(S(=O)(=O)N2CCN3CCCC3C2)cc1)N1CCCC1 (stereo unspecified)	-4	1.1	-2	105	-1	-1	-13	1.5	2
CCOc1ccc(-c2nc(-c3ccncc3)no2)cc1OCC	0	1	-28	141	6	12[fluorescence artefact?]	5	1	1
COC(=O)c1c(C)nn(-c2ccccc2)c1-n1cccc1	4	1	2	103	-6	-4	8	0.9	-2
O=C(NCc1ccco1)C1CCC(CNS(=O)(=O)c2cccc3cccnc23)CC1 (stereo unspecified)	-8	1.1	9	146	10[fluorescence artefact?]	-7[fluorescence artefact?]	-2	1	12
CCC(=O)Nc1cc(C)c(NC(=O)c2ccccc2OC)cn1	-1	1.3	-9	96	1	-1[fluorescence artefact?]	5	1	-2
CCCN1C(=O)C(O)(C/C(C)=N/O)c2ccccc21 (stereo unspecified)	3	1	1	106	-5	-2	-2	1.1	-1
FC(F)(F)c1cc(C(F)(F)F)c2ccc(N3CCN(c4ncccn4)CC3)nc2n1	-1	.	3	.	.	.	-1	0.9	-3
CCOc1ccc(NC(=O)[C@@H](NC(=O)c2ccccc2Br)C(C)C)cc1	1	.	-3	.	.	.	-3	1.1	2
Cc1ccc2c(c1)cc(CN(Cc1cccnc1)C(=O)NCc1ccccc1)c1nnnn12	-1	1.2	-15	114	-5	-11	-8	1.3	6
c1ccc(-c2nc(CSc3n[nH]c(-c4cccs4)n3)cs2)cc1	5	1.1	.	74	-4	-3	-6	1.6	.
COc1ccccc1N(C)S(=O)(=O)c1ccc(C(=O)N(CC(N)=O)C(C)C)cc1	0	1	19	93	3	5	-6	1.4	-3
CC(=O)c1cccc(NC(=O)C2CCCN(S(=O)(=O)c3cccc4cccnc34)C2)c1 (stereo unspecified)	0	1.1	3	103	-5	-1[fluorescence artefact?]	3	1.2	0
C=CCn1nnnc1SCC(=O)Nc1cccc(OC)c1	.	1	-3	108	3	0	10	0.8	1
O=S(=O)(c1cccc2cccnc12)N(CCO)CCO	2	1.1	1	102	2	-3	-2	0.9	-3
Cc1c(/C=N/n2cnnc2)c2ccccc2n1CCOc1ccc(Cl)cc1	7	1.1	-11	119[fluorescence artefact?]	53*	5	0	0.9	1
COc1cc2c(cc1O)CCN(C(=O)c1ccco1)C2C (stereo unspecified)	1	1.2	-37	98	-3	8	2	0.9	-2
Cc1cc(C)n(-c2nc3ccccc3nc2N2CCN(S(=O)(=O)c3ccc(F)c(C)c3)CC2)n1	0	1	-8	110	1[fluorescence artefact?]	8[fluorescence artefact?]	1	0.8	1
Cn1c(SCC(=O)N2CCN(c3ccccc3)CC2)nnc1-c1ccccc1	7	1.1	-6	116	-6	-8	2	0.9	0
CCN(CC)S(=O)(=O)c1ccc(-c2nnc(SCc3nnc(-c4ccccc4)o3)o2)cc1	0	1	12	115	-1	0	1	0.9	-1
CCn1nccc1C(=O)NC1=C(C#N)CCC1	1	1.1	.	106	6	6	-7	1.1	.
CC(C)(C)SCCNC(=O)COc1ccc(Cl)cc1	1	1.1	0	89	-4	0	7	0.8	-1

Retrieved by compound from the list above:
SMILES	FAK inh	MT1-MMP txn act	CD11b adhes inh	ERa SRC1 pot	ERa coact inh	ERb SRC1 inh	Ecoli WT expand	PLAP activator	Mac1 fbg enh
OC(c1ccc(Cl)cc1Cl)C(Cc1cccnc1)n1cncn1 (stereo unspecified)	-1	1.1	20	130	3	-4	3	1.4	-1
CSCCC(NC(=O)C1CC1)c1nc2ccccc2[nH]1 (stereo unspecified)	4	1.2	4	127	-7	-16	-2	0.9	0
COC(=O)c1cc(C)nc(N)c1C#N	0	1.1	-7	121	1[fluorescence artefact?]	-1[fluorescence artefact?]	9	0.9	-5

Later entries.
SMILES	FAK inh	MT1-MMP txn act	CD11b adhes inh	ERa SRC1 pot	ERa coact inh	ERb SRC1 inh	Ecoli WT expand	PLAP activator	Mac1 fbg enh
O=C(N1CCOCC1)N1CCN(CC(O)COc2ccc3ccccc3c2)CC1 (stereo unspecified)	1	1.1	-2	99	-10	-10	-1	1.6	0
O=C1CC(=O)N(Cc2ccco2)C(=S)N1	1	.	-14	70	28	30	-8	1	0
O=C(CN1C(=O)CC(c2ccco2)Sc2ccccc21)Nc1ccccc1F (stereo unspecified)	-5	1.1	.	83[fluorescence artefact?]	28[fluorescence artefact?]	27[fluorescence artefact?]	5	.	.
CCCCN(CC)CCCNC(=O)CC1Nc2ccccc2NC1=O (stereo unspecified)	2	1.2	-8	125[fluorescence artefact?]	-2	-7	-1	1	-8
COc1ccc(OC)c(C2=Nn3c(nnc3C3CCCCC3)SC2)c1	1	1.1	-15	75	1	-3	-1	1.1	2
COc1cccc2cc(-c3nnc(SCC(=O)NCc4ccccc4)n3C)oc12	-3	1.1	-4	100	-8[fluorescence artefact?]	-5	-7	0.8	-3
Cc1nn(Cc2ccc(Cl)cc2Cl)c(C)c1NC(=O)NC12CC3CC(CC(C3)C1)C2	2	.	20	.	.	.	7	.	-4
O=C(CN1CCOCC1)Nc1nc2ccc(F)cc2s1	0	1.4	-14	124	1[fluorescence artefact?]	-4[fluorescence artefact?]	7	0.9	0
COc1cccc(N2CCN(CC(=O)c3c(C)[nH]c4ccccc34)CC2)c1	0	1.3	5	107	3	-4	3	1.3	3
CN(C)C(=O)COn1c(SCC(=O)N(C)C)nc2ccccc2c1=O	-3	1	.	.	.	.	-2	1	.
CCCCCNC(=O)c1ccc2c(=O)n(CCOC)c(=O)[nH]c2c1	0	1.1	-18	107	8[fluorescence artefact?]	-1[fluorescence artefact?]	-6	0.9	-1
COCC(O)CSc1c([N+](=O)[O-])nc(C)n1Cc1ccc(OC)c([N+](=O)[O-])c1 (stereo unspecified)	-1	1.2	.	106	-5	-2[fluorescence artefact?]	.	.	.
CC1(C)CC(=O)C(C(c2cccnc2)C2C(=O)CC(C)(C)CC2=O)C(=O)C1	1	1	1	.	.	.	-2	0.9	1
CCN1C(=O)/C(=C/c2ccc(C)s2)SC1=Nc1ccc(OC)cc1	0	.	3	.	.	.	-18	1	5
CCCCC(=O)Nc1nc2c(OC)ccc(OC)c2s1	-3	1	1	126[fluorescence artefact?]	1[fluorescence artefact?]	-6	-4	0.8	0
COc1c(F)c(F)c(C(=O)Nc2ccccc2N2CCN(C(=O)C(C)C)CC2)c(F)c1F	1	1.2	17	99	-17	-19	8	1.5	-1
Clc1ccc(CSc2nnc(Cn3cnc4ccccc43)o2)cc1	3	1	69	95	-15	-13	20	1.5	-8
COCCCNC(=O)c1cc(C(=O)c2c(-c3c(Cl)cccc3Cl)noc2C)c[nH]1	0	.	9	.	.	.	-14	1.5	-2

Source: PubChem
